# Screens (PubChem BioAssay)
# HEK293 cAMP ctrl: counter-screen for TSHR agonists: cAMP increase in parental HEK293. parental HEK293 CNG cAMP sensor, membrane potential fluorescence. Potency, µM (top dose mostly 57.1 µM), for inactives: at the highest dose activation, actives largely listed as activators. hit rate 2.5% among 73,000. AID 938; also: potency is read from the fitted curve at half-maximal effect; % of control where 0% means no effect; nearly all actives have a fitted effect of over 55% in size
#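 Parental HEK 293 cells stably expressing a cAMP-gated CNG channel were loaded with membrane potential dye containing 100 uM RO 20-1724 for 60 min. Compound added for 30 min; depolarization read as fluorescence intensity at 590 nm.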
# Texas Red fluor: Texas Red region autofluorescence | hit rate 0.06% among 59,000 | Compound fluorescence, Texas Red channel, 547/618 nm; stronger effect = higher value | max dye-equivalent concentration, M; in the data active = max dye-equivalent concentration above about 10 nM; inconclusive = between about 1.1 nM and that limit
#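 Compound fluorescence was read after 15 min at room temperature in 100 mM Tris, pH 8.0, using 547 nm excitation and 618 nm emission across a concentration series. It was expressed as Texas Red dye-equivalent concentration from an on-plate standard curve.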
# ERK AVP inh: blocks ERK signaling stimulated by vasopressin; hit rate 0.99% among 72,000; Potency, µM (titrated, usually from 57.5 µM), inactives show top-dose activity, negative = inhibition, usual class: inhibitors; HEK293-V1b, vasopressin-stimulated pERK AlphaScreen; also: potency is read from the fitted curve at half-maximal effect; % is scaled to controls: 0 for no effect and ±100 for the full control effect; nearly all actives have a fitted effect of over 55% in size
#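 V1b-HEK293 cells; cpd 30 min 37C; 25 nM vasopressin 5 min; lyse 10 min; AlphaScreen beads 5 hr RT. Normalized to DMSO basal and 25 nM vasopressin; AC50 by Hill fit.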
# Tau filament bind: binds recombinant human tau filaments; P10636; recombinant tau filaments, thioflavin S fluorescence, 15 h; filaments grown with octadecylsulfate alongside compound; Potency, µM (series often up to 57.1 µM), for inactives: at the top dose activity change, negative = inhibition; hit rate 2% among 71,000; AID 596;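 also: potency is read from the fitted curve at half-maximal effect; % is scaled to controls: 0 for no effect and ±100 for the full control effect; actives lower thioflavin S fluorescence by blocking filaments or displacing dye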
#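 Quantitative HTS: thioflavine S signal from ODS-induced tau filaments, excited at 450 nm, emission 510 nm. Conditions: 1 uM tau, 30 uM ODS, 15 h at 37 C, pH 7.4.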
# Rhodamine fluor: compound autofluorescence in rhodamine spectral region; Rhodamine-region fluorescence, 547/598 nm, Tris buffer; stronger effect = higher value; AID 594; max dye-equivalent concentration, M; hit rate 0.05% among 59,000; in the data active = max dye-equivalent concentration above about 11 nM; inconclusive = between about 1.1 nM and that limit
#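 qHTS spectral profiling of compounds without any target or enzyme present, in pH 8.0 Tris buffer; plates were read after a 15-minute room-temperature incubation using the rhodamine-region filter set.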
# Caspase-1 inhib: caspase-1 (human) inhibition, allosteric or competitive | P29466 | Caspase-1 enzyme, Ac-WEHD-AFC fluorogenic rate | Potency, µM (series often up to 57.5 µM), for the others: top-dose activity change, negative = inhibition, usual class: inhibitors | hit rate 0.03% among 75,000 | AID 900;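 also: potency is read from the fitted curve at half-maximal effect; plate controls were vehicle for no effect and no substrate for full effect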
# Luciferase inh: inhibitors of firefly luciferase. P08659. purified firefly luciferase, luminescence, 8 min. Potency, µM (top dose mostly 57.1 µM), inactives show at the highest dose activity change, negative = inhibition, usual class: inhibitors. hit rate 2.2% among 72,000; also: potency is read from the fitted curve at half-maximal effect; % is scaled to controls: 0 for no effect and ±100 for the full control effect; nearly all actives have a fitted effect of over 40% in size
# Target sequence (P08659 whole entry, looked up): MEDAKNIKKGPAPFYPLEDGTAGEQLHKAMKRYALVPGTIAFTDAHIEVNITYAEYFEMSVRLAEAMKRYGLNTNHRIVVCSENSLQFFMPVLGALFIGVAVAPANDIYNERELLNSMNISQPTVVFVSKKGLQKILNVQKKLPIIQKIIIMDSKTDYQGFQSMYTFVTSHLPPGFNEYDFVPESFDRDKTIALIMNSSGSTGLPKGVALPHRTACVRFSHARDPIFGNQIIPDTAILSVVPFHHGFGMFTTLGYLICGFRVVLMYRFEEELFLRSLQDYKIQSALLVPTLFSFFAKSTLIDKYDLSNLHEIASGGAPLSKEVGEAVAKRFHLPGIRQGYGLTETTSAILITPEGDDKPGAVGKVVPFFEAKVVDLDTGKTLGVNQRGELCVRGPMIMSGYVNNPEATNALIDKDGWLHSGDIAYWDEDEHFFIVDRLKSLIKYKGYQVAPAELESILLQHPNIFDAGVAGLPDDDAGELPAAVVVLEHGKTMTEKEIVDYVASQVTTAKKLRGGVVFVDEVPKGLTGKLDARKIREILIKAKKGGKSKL
#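 Inhibition of light generation by firefly luciferase from ATP and luciferin was profiled with concentration-response curves per sample, ATP held at 10 uM within the enzyme's linear range. Plates were read by luminescence after an 8-minute ambient incubation.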
# 4-MU autofl: compounds fluorescent in 4-MU spectral region. compound autofluorescence, 340/450 nm, 4-MU equivalents; stronger effect = higher value. max dye-equivalent concentration, M. hit rate 11% among 59,000. AID 589; in the data active = max dye-equivalent concentration above about 10 nM; inconclusive = mostly about 1.1 nM to 9.6 nM
#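 Compounds in 100 mM Tris, pH 8.0, sat 15 min at room temperature before fluorescence was read at 340 nm excitation/450 nm emission; a per-plate six-point 4-MU standard curve converted signals to dye-equivalent concentration at each compound concentration.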
# Fluorescein fluor: fluorescein region autofluorescence | max fluorescein-equivalent concentration, M | AID 593 | hit rate 0.91% among 59,000 | Compound autofluorescence, 480/540 nm, fluorescein-equivalent; stronger effect = higher value; in the data active = max fluorescein-equivalent concentration above about 10 nM; inconclusive = between about 1.1 nM and that limit
#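 Fluorescein stocks ranging 3 mM down to 300 nM, plus DMSO blanks, were pinned alongside compounds to build a per-plate standard curve. Buffer: 100 mM Tris, pH 8.0. Incubation 15 min, room temperature; filters 480/540 nm.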
# Caspase-7 inhib: caspase-7 (human) inhibition, allosteric or competitive; Potency, µM (highest dose often 57.5 µM), inactives show at the highest dose activity change, negative = inhibition, most hits filed as inhibitors; hit rate 0.02% among 75,000; AID 889; recombinant caspase-7, Ac-DEVD-AFC fluorescence rate; active = well fitted inhibition curve with a large enough effect in the main read-out, with a control signal flat, not every such curve was filed as active; inconclusive = small, poorly fitted or top-dose-only effect, or a change in a side signal; also: potency is read from the fitted curve at half-maximal effect; % of control where 0% means no effect
# Target sequence (P55210 24-198 limits assumed): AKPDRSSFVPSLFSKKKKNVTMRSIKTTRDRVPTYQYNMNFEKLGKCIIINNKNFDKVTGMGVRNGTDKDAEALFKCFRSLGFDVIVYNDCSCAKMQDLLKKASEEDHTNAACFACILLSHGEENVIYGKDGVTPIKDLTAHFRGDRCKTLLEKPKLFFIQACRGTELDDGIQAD
# Target sequence (P55210 207-303 limits assumed): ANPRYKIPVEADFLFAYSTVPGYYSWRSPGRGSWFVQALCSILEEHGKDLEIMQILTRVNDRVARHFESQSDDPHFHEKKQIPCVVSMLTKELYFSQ
# A350 fluor: compound fluoresces in the Alexa 350 spectral region. Compound autofluorescence, 340/450 nm, Alexa 350 dye-equivalents; stronger effect = higher value. max dye-equivalent concentration, M. hit rate 11% among 59,000; in the data active = max dye-equivalent concentration above about 10 nM; inconclusive = mostly about 1.1 nM to 9.6 nM
# Numbers without * were called inactive; i = inactive; u = inconclusive; x = not tested or not shown; [ ] = another dose, or the depositor's remark. Unless noted, calls follow the shape of the dose curve; as a rule, active = well fitted curve in the direction sought with a large enough effect; inconclusive = small, poorly fitted or top-dose-only effect, or another doubt; inactive = no such curve, though single readings can be large; an effect the other way counts as inactive or inconclusive. The list is partial; the hit share may differ from the screen's.
SMILES,HEK293 cAMP ctrl,Texas Red fluor,ERK AVP inh,Tau filament bind,Rhodamine fluor,Caspase-1 inhib,Luciferase inh,4-MU autofl,Fluorescein fluor,Caspase-7 inhib,A350 fluor
CCN(CC)C(=O)CCC(=O)Nc1ccc(C(=O)OC)cc1,2.9%,i,0.7%,7.2%,i,-0.1%,1.0%,i,i,3.4%,i
C1=CN2CCC1C(c1ccccc1)C2 (stereo not given),-0.5%,i,-2.8%,9.0%,i,1.2%,1.6%,i,i,-0.6%,i
CCCCCCNC(=O)c1c(O)c2cccc3c2n(c1=O)CCC3,6.3%,i,35.9%[activator],9.1%,i,1.0%,-1.0%,u,i,0.4%,u
O=C(CSc1nnc(Cc2cc(=O)[nH]c(=O)[nH]2)n1-c1ccc(F)cc1)N1CCCCC1,6.5%,x,-13.7%,0.7%,x,-1.1%,-4.1%,x,x,-0.4%,x
CC(C)Oc1ccccc1-c1nc(SCC(=O)O)n[nH]1,8.3%,i,-6.9%,1.1%,i,0.6%,0.8%,i,u,-1.7%,i
CCCOC(=O)C1[C@H]2C(=O)N(CCCOC)C[C@]23C=C[C@H]1O3 (stereo not given in full),5.1%,u,4.7%,-8.4%,i,-0.2%,2.1%,i,i,-0.1%,i
COc1ccc(CCN2CC(C#N)=C3c4cc(OC)c(OC)cc4CCN3C2)cc1OC,u,x,x,10.5%,x,-2.1%,-2.0%,x,x,-1.7%,x
Cc1nc2ccccc2c(=O)n1/N=C/c1cn(-c2ccccc2)nc1-c1cccs1,23.2%,i,u,25.2%,i,-1.6%,3.16µM*,i,i,-2.0%,i
O=C(NCc1ccco1)C1CN(S(=O)(=O)c2ccccc2)CCN1S(=O)(=O)c1ccccc1 (stereo not given),8.6%,i,19.8%,-6.2%,i,-0.8%,1.2%,i,i,-4.0%,i
O=C(CNC(=O)c1ccco1)NCC(=O)OCc1ccccc1Br,27.8%,i,-4.9%,8.0%,i,3.0%,5.0%,i,u,-1.5%,i
CCOc1cc2c(cc1OCC)C(c1ccc(O)c(OC)c1)NCC2 (stereo not given),6.2%,x,-15.0%,-10.1%,x,-2.6%,1.8%,x,x,-3.0%,x
CN1CCN(c2cc(=O)n(C3CCCCC3)c(=O)[nH]2)CC1,u,x,x,-4.0%,x,-3.1%,1.5%,x,x,1.4%,x
Cc1ccc(SCc2cc(=O)n3[nH]cnc3n2)cc1,13.4%,i,-3.9%,1.4%,i,0.3%,0.4%,i,i,2.5%,i
CC(=O)c1cccc(NC(=O)Nc2ccc3c(c2)N(C)C(=O)CS3)c1,-1.6%,i,10µM*,15.8µM*,i,-1.2%,15.8µM*,i,u,-0.1%,i
CCN1C(=O)CC(C(=O)Nc2ccc(F)cc2)SC1=Nc1cccc(OC)c1 (stereo not given),-3.1%,i,-26.9%,-7.0%,i,-1.7%,-0.3%,i,u,-5.5%,i
CCOC(=O)C1CCN(C(=O)C2CCCCC2)CC1,21.8%,u,-18.4%,4.0%,i,-0.5%,-2.4%,i,i,0.7%,i
Cc1cc2nc(-c3ccc(NC(=O)C(C)C)cc3)oc2cc1C,18.0%,x,1.8%,180.7%,x,-1.5%,-1.3%,x,x,1.2%,x
CCOC(=O)C1CCCN(Cc2nc(N)nc(Nc3ccc(Cl)cc3)n2)C1 (stereo not given),12.6%,i,u,-23.2%,i,-10.6%,0.9%,i,i,-2.4%,i
COC(=O)c1ccc(CCc2cc(O)ccc2O)cc1,-9.0%[11.4 µM],i,16.8%[11.5 µM],3.0%[11.4 µM],i,-1.1%[11.5 µM],1.4%[11.4 µM],i,i,2.9%[11.5 µM],i
Cc1cc(Oc2ccc(-c3ccccc3)cc2)n2ncnc2n1,19.3%,u,5.5%,11.9%,i,1.9%,-1.2%,i,u,-2.5%,i

# Next part (two carried over from the part before).
SMILES,HEK293 cAMP ctrl,Texas Red fluor,ERK AVP inh,Tau filament bind,Rhodamine fluor,Caspase-1 inhib,Luciferase inh,4-MU autofl,Fluorescein fluor,Caspase-7 inhib,A350 fluor
COC(=O)c1ccc(CCc2cc(O)ccc2O)cc1,-9.0%[11.4 µM],i,16.8%[11.5 µM],3.0%[11.4 µM],i,-1.1%[11.5 µM],1.4%[11.4 µM],i,i,2.9%[11.5 µM],i
Cc1cc(Oc2ccc(-c3ccccc3)cc2)n2ncnc2n1,19.3%,u,5.5%,11.9%,i,1.9%,-1.2%,i,u,-2.5%,i
CC(C)CCC(CCN1CCOCC1)c1ccc2c(c1)OCO2 (stereo not given),20.2%,i,0.4%,-19.7%,i,-0.1%,2.3%,i,i,-1.0%,i
O=C(c1c[nH]c2ccc(S(=O)(=O)N3CCC4(CC3)OCCO4)cc2c1=O)N1CCOCC1,u,i,23.6%,5.3%,i,0.2%,1.0%,6.33e-08M*,i,0.4%,5.72e-08M*
Cc1ccc(-n2ccnc2SCC(=O)N(CC(C)C)C2CCS(=O)(=O)C2)c(C)c1 (stereo not given),22.8%,i,-21.4%,-2.9%,i,-3.0%,0.9%,i,i,0.3%,u
O=S(=O)(Nc1cccnc1)c1ccc(Cl)c(C(F)(F)F)c1,3.2%,i,-6.5%,-8.0%,i,-3.7%,-0.8%,i,i,-2.1%,i
O=C1[C@H]2CCn3c(=O)n(-c4ccccc4)c(=O)n3[C@H]2[C@H](O)[C@H]2O[C@@H]12,-2.0%[11.4 µM],x,-5.8%[11.5 µM],x,x,-1.0%[11.5 µM],-1.9%[11.4 µM],x,x,-2.7%[11.5 µM],x
Cc1ccc(CNC(=O)CCCNS(=O)(=O)c2cccc3nonc23)cc1,-3.2%,i,10.0%,-4.9%,i,0.0%,0.2%,i,i,5.5%,i
Cn1c(=O)c(C(=S)NC(=O)C2CC2)c(N)n(Cc2ccccc2)c1=O,u,i,-4.7%,1.7%,i,0.6%,1.0%,i,i,-2.2%,i
O=S(=O)(c1ccccc1)N1CCC2(CCCN(Cc3ccncc3)C2)CC1,u,i,-3.2%,-5.1%,i,-0.9%,1.3%[11.4 µM],i,i,-3.2%,i
CC(C)OCCCNC(=O)NC12CC3CC(CC(C3)C1)C2,5.0%,i,-4.7%,-3.2%,i,0.1%,2.8%,i,i,0.5%,u
CCN(CC)CCN1C(=O)c2oc3ccccc3c(=O)c2C1c1cccc(Br)c1 (stereo not given),8.7%,i,-7.9%,25.1µM*,i,-5.6%,1.6%,i,i,-2.3%,i
Cn1c(=O)[nH]c(=O)c2c1nc(Br)n2CCSc1nnnn1-c1ccccc1,x,i,x,x,i,x,2.1%[25.5 µM],i,u,x,i
Cc1ccccc1NC(=O)CC1SC(=NC2CCCCC2)NC1=O (stereo not given),0.2%,i,4.1%,0.2%,i,-1.5%,0.2%,i,i,3.3%,i
COc1ccc(OC)c(-c2cc(C(=O)NCCN3CCOCC3)no2)c1,-0.3%,i,19.3%,-2.1%,i,-0.3%,1.7%,i,i,1.4%,i
Cc1nn(C(C)(C)C)c(OC(=O)c2cccs2)c1S(=O)(=O)c1ccccc1,1.5%,i,-11.9%,u,i,-3.2%,-27.2%,i,i,-3.2%,u
Cc1cc(C)cc(-n2nnc(C(=O)NCc3ccccc3Cl)c2N)c1,u,i,15.5%,5.9%,i,-5.1%,-1.8%,i,i,-3.8%,i
NS(=O)(=O)c1cc2c(cc1Cl)N[C@@H](C(Cl)Cl)NS2(=O)=O,8.6%[25.6 µM],i,-6.4%[25.7 µM],-0.7%[25.6 µM],i,-3.2%[25.7 µM],7.0%[25.5 µM],i,u,0.3%[25.7 µM],i
COc1nc(N)nc(NC23CC4CC(CC(C4)C2)C3)n1,u,i,-20.0%,-4.3%,i,-1.9%,-22.5%,i,u,-3.2%,i
O=C(c1cccc(F)c1)N1CCC[C@@]2(CCN(Cc3ccncc3)C2)C1,10.7%,i,13.3%,11.7%,i,-0.7%,0.3%[11.4 µM],i,i,-5.1%,i
Fc1ccc(CSc2nnc(-c3cccnc3)n2Cc2ccco2)cc1,3.3%,i,-1.8%,3.8%,i,-0.4%,-0.1%,i,u,-0.5%,i
NC(N)=Nc1ccc(Cl)cc1,10.5%,x,9.2%,u,x,-0.2%,-1.4%,x,x,-0.4%,x
COc1ccc(C(=O)N2CCN(c3ccc(C)cc3C)CC2)cc1OC,-3.1%,x,x,6.9%,x,-2.5%,-0.6%,x,x,0.0%,x
OC(COCc1cccs1)CN1CCCCCC1 (stereo not given),5.0%,i,-2.1%,0.9%,i,-0.6%,2.6%,i,i,1.4%[0.00368 µM],i

# Another view of part of the listing above.
# Values run as follows: HEK293 cAMP ctrl	Texas Red fluor	ERK AVP inh	Tau filament bind	Rhodamine fluor	Caspase-1 inhib	Luciferase inh	4-MU autofl	Fluorescein fluor	Caspase-7 inhib	A350 fluor
> Cn1c(=O)c(C(=S)NC(=O)C2CC2)c(N)n(Cc2ccccc2)c1=O
→ u	i	-4.7%	1.7%	i	0.6%	1.0%	i	i	-2.2%	i
> O=S(=O)(c1ccccc1)N1CCC2(CCCN(Cc3ccncc3)C2)CC1
→ u	i	-3.2%	-5.1%	i	-0.9%	1.3%[11.4 µM]	i	i	-3.2%	i
> CC(C)OCCCNC(=O)NC12CC3CC(CC(C3)C1)C2
→ 5.0%	i	-4.7%	-3.2%	i	0.1%	2.8%	i	i	0.5%	u
